Tb MetRS inh – blocks T. brucei methionyl-tRNA synthetase activity. actives 0.4% (n = 360,000). AID 624268. inhibition, % at 11.9 µM. purified T. brucei MetRS, ATP depletion, Kinase-Glo luminescence;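 active means inhibition above a per-plate cutoff of the control wells' mean inhibition plus 3 SD, cut at about 5.5% in these data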;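 further: 0% = DMSO wells median and 100% = median of wells with control inhibitor compound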
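technique = Kinase-Glo luminescence, ATP depletion format | system = purified MetRS (methionyl-tRNA synthetase) enzyme from Trypanosoma brucei | timing = 15 min preincubation, 2 h reaction, all 25 °C | evaluation = percent inhibition versus plate control medians | dosing = single dose, 11.9 µM final nominal, 0.9% final DMSO | also added = substrates ATP, L-methionine and bulk Escherichia coli tRNA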
DNMT1 block – blocks human DNA methyltransferase DNMT1; inhibition (reported as % activation of signal), % at 10 µM; AID 588458; DNMT1 molecular beacon, Hinp1I cleavage, fluorescence; actives 0.83% (n = 360,000); P26358; in the data active means inhibition above about 50%
CSN inh – blocks human CSN-mediated cullin deneddylation. Q92905. Purified CSN, SCF-Nedd8-OG deneddylation, fluorescence polarization. inhibition, % at 12.5 µM. actives 0.38% (n = 360,000). AID 651999;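 active means pattern-corrected inhibition above about 35%, with an unprinted fluorescence ratio check between 0.5 and 1.5, limit read from the data, passing the limit was not always enough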;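 further: 0% = enzyme with substrate and 100% = substrate without enzyme; some results filed as inactive read as strong as hits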
Target sequence (Q92905 whole entry, looked up, one chain of several): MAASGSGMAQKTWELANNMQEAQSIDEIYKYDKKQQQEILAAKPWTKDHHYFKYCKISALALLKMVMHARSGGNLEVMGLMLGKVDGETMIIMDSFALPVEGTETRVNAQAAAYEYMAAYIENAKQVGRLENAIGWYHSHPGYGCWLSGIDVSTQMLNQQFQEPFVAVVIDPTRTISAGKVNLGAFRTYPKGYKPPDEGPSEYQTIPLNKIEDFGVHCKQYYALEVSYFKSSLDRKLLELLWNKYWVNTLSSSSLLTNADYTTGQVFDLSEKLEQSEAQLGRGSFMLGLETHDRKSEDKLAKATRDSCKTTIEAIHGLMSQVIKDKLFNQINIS
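Test system: Human Csn5 produced in HEK293T cells | Compound: 12.5 µM single point | Times: 90 min, room temperature | Signal: Fluorescence polarization readout | Read-out basis: % inhibition of substrate cleavage by Csn5 | Controls: no-enzyme wells high, enzyme-with-substrate wells low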
PABP1 MLLE inh – inhibitors of microRNA-mediated deadenylation, human PABP1 MLLE binding; GST-MLLE / FITC-PAM2 fluorescence polarization; inhibition, % at 20 µM; actives 0.36% (n = 360,000); AID 588489; in the data active means inhibition above about 35%, passing the limit was not always enough;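 further: plate controls were DMSO wells with GST-MLLE for no effect and wells lacking GST-MLLE protein for full effect; some results filed as inactive read as strong as hits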
Target sequence (P11940 whole entry, looked up): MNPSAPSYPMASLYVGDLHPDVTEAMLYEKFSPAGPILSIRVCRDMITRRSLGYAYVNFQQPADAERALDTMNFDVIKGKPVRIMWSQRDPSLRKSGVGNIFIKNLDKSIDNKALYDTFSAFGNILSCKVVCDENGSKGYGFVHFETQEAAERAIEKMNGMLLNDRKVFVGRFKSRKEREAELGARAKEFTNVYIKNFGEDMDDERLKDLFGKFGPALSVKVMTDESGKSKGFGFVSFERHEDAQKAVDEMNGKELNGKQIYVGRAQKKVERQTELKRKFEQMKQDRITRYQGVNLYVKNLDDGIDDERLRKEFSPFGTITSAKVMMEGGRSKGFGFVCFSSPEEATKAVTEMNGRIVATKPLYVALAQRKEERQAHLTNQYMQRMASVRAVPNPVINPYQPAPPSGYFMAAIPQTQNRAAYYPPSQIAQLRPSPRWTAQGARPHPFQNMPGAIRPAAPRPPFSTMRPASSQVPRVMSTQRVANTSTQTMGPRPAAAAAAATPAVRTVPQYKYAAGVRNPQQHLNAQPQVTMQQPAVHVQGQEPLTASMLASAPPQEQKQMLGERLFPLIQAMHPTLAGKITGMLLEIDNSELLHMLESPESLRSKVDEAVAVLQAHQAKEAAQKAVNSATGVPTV
SUMO1 PPI mod – SUMO1-SIM interaction modulation. P63165. SUMO1 binding to a labelled peptide, TR-FRET, 1 h. inhibition, % at 20 µM. actives 0.33% (n = 360,000); in the data active means inhibition above about 37%
Scp1 inh – inhibitors of human Scp-1 phosphatase. Q9GZU7. Recombinant Scp1, phosphopeptide, malachite green phosphate absorbance. inhibition, % at 20 µM. actives 0.88% (n = 340,000). AID 493091;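 active means inhibition above about 50% at 20 µM, limit read from the data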;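 further: plate controls were DMSO wells with enzyme for no effect and wells lacking enzyme for full effect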
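Incubation: 45 min enzyme reaction at room temperature / System: truncated SCP-1 phosphatase (76-261aa) / Reagent: Phospho 17-mer peptide substrate / Buffer or medium: Acidic Tris acetate buffer with magnesium and detergent / Signal: absorbance at 630 nm / Doses: one concentration, 20 µM, with 1.0% DMSO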
Rpn11 inh – Rpn11 (human) deubiquitinase inhibition | O00487 | human 26S proteasome, Ub4-pepOG fluorescence polarization; 20S core pre-blocked with epoxomicin | calls only at 20 µM | actives 0.59% (n = 360,000);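 active means inhibition at 20 µM, scaled to each plate's controls, above about 33%, limit read from the data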
NadD block – NadD (S. aureus) enzyme inhibition. actives 0.78% (n = 360,000). purified NadD enzyme, colorimetric absorbance read-out. inhibition, % at 20 µM. AID 602399; in the data active means inhibition above about 26%; further: some compounds past the cut are filed as inactive
STEP inh – STEP (human) phosphatase inhibition | P54829 | recombinant STEP, OMFP fluorogenic substrate, fluorescence | inhibition, % at 20 µM | actives 0.25% (n = 360,000);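 active means inhibition at 20 µM, scaled per plate between control wells, above about 37%, limit read from the data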;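 further: 0% = DMSO with enzyme and substrate and 100% = substrate only without enzyme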
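Assay system: isolated STEP enzyme. Buffer or medium: pH 6.0 Bis-Tris with DTT and Tween 20. Also added: fluorogenic phosphatase substrate OMFP at 25 µM final. Dosing: 20 µM, 1% DMSO. Timing: 20 min reaction, room temperature, in the dark. Measured by: fluorescence intensity, excitation 480 nm, emission 540 nm. Evaluation: normalized % inhibition.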
LMPTP block – LMPTP (human) inhibition. P24666. recombinant LMPTP-A, OMFP fluorogenic substrate, fluorescence intensity. inhibition, % at 20 µM. actives 0.22% (n = 360,000);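 active means compounds that cut the enzyme signal by at least half of the control window in the single-dose screen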;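 further: plate controls were DMSO wells with enzyme plus substrate for no effect and substrate without enzyme for full effect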
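Test system: LMPTP-A, protein tyrosine phosphatase of low molecular weight; Input: 0.625 nM enzyme; Incubation: 50 min dark incubation at room temperature; Signal: endpoint fluorescence intensity from OMFP dephosphorylation; Read-out basis: % inhibition versus control wells.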
An asterisk follows results filed as active; i = inactive; x = not tested or not shown; + = active, no number. An unsorted share of the library. About 3.6% of those tested had a hit in this group.

structure	Tb MetRS inh	DNMT1 block	CSN inh	PABP1 MLLE inh	SUMO1 PPI mod	Scp1 inh	Rpn11 inh	NadD block	STEP inh	LMPTP block
CCN(CC)CCN(C(=O)c1ccc(C(C)=O)cc1)c1nc2ccc(Cl)cc2s1	-0.3	1	1	-3	0	-9	i	-2	0	-2.4
CC1CCN(S(=O)(=O)c2ccc(S(=O)(=O)NCc3cccnc3)cc2)CC1	-0.6	2	-4	1	3	-7	i	-10	-6	-2.3
Cc1ncc(C[n+]2csc(CCOC(=O)CC3C4CC5CC(C4)CC3C5)c2C)c(N)n1 (stereo not given)	-0.9	0	1	15	1	-6	i	-7	2	-4.9
Cc1cccc(OCCc2c(C)[nH]c(=S)[nH]c2=O)c1	0.0	-1	-14	-8	1	-7	i	-5	0	-1.0
Cc1ccc(OCC(=O)N2CCN(C(=O)Cc3ccccc3)CC2)cc1	-0.4	0	4	1	-3	2	i	5	0	-2.8
COc1ccc(S(=O)(=O)N2CCN(C(=O)Cc3ccsc3)CC2)cc1	-0.3	-6	1	-23	-1	-3	i	3	2	-0.6
Cc1ccccc1CNC(=O)c1ccccc1N	0.0	2	2	-8	0	0	i	0	1	-0.8
CC1(C)CC(=O)C2=C(C1)N(C1CCCCC1)C(=O)C2(O)C(F)(F)F (stereo not given)	0.3	5	3	3	-4	3	i	1	1	-0.4
CCOc1ccc(S(=O)(=O)N2CCCC(C(=O)NCc3ccncc3)C2)cc1 (stereo not given)	0.9	0	9	-11	0	-5	i	-4	0	0.1
CC1=CCC2C(=O)N(c3cccc(C(=O)N(C)C4CCCCC4)c3)C(=O)C2C1 (stereo not given)	-0.8	0	-2	16	-4	16	i	0	0	1.0
CSc1nc(C)nc(C2CC2)c1C#N	-0.3	3	4	5	4	-7	i	3	0	-1.8
N#CCC(=O)N/N=C/c1ccc(SCC(=O)Nc2ccccc2)o1	0.3	-9	4	13	-3	-8	i	3	1	0.5
CCCCNC(=O)Cc1c(O)c2ccccc2[nH]c1=O	-3.9	2	2	-4	3	-11	i	0	-7	-0.6
Cc1cc(C)cc(NC(=S)Nc2ccc(Cl)c(Cl)c2)c1	0.4	-2	-16	43*	0	-5	i	1	-1	1.1
O=C(/C=C/c1ccco1)NCc1ccco1	-0.1	24	11	-11	3	47	i	-5	10	-0.4
COc1ccc(S(=O)(=O)N2CCC3(CC2)OCCN3S(=O)(=O)c2ccc(OC)cc2)cc1	-0.4	0	-1	-7	-2	-8	i	-10	3	1.8
O=C(NCCCN1CCOCC1)c1ccc(CS(=O)(=O)Cc2ccc(Cl)cc2)o1	-0.6	-5	1	-7	2	-6	i	-7	0	-2.6
C/C(=C\c1cc(C(=O)O)c(C)o1)CO	-1.9	2	-6	1	-2	-3	i	-4	0	0.4
CCCS(=O)(=O)NC(=O)C1(C)CCCN(C(=O)c2ccc3c(c2)OCO3)C1 (stereo not given)	-0.3	6	1	0	1	x	i	-2	-2	-0.9
CC(=O)NCc1ccc(S(=O)(=O)N2CCCN(C)CC2)cc1	0.5	-2	-3	-9	-4	-12	i	-3	-1	-9.1
Cc1ccc(NC(=O)C2CCN(C(=O)NC3CCCCC3)CC2)cc1	-0.9	0	4	4	1	-7	i	-6	-3	-1.0
COc1ccc(NC(=O)C2CCCN(c3cc(C)nc4ncnn34)C2)cc1 (stereo not given)	-1.1	3	0	-3	-2	4	i	1	8	-1.0
CC1=C(C(N)=O)C(c2cccnc2)n2nc(-c3cccc(Cl)c3)nc2N1 (stereo not given)	0.1	1	-1	-3	-1	-4	i	2	-1	-0.2
O=C(N/N=C/c1c[nH]c2ccccc12)c1sc2ccccc2c1Cl	-0.3	-12	1	4	-7	0	i	20	-2	0.2
Clc1ccc(-c2cc(-c3ccccn3)on2)c(Cl)c1	0.6	0	2	4	2	-27	i	-4	2	0.8
Cc1csc(N/N=C/c2ccc(O)c([N+](=O)[O-])c2)n1	-0.1	15	7	-27	13	-11	i	15	2	-8.4
CC1CN(CCCCOc2ccc(C(C)C)cc2)CC(C)O1 (stereo not given)	-0.4	-3	-1	5	-5	-2	i	-9	2	-0.9
CCOC(=O)c1cccc(NC(=O)c2cc(C)nn2-c2ccccc2)c1	0.0	-4	1	11	-2	-12	i	-2	1	0.5
CC(C)CC(OC(=O)c1cccs1)C(=O)NCC1CCCO1 (stereo not given)	-2.1	1	3	11	-1	-4	i	-3	0	-1.3
CS/C(=N\S(=O)(=O)c1cccs1)Nc1cccc(Cl)c1C	-0.2	8	8	3	6	-4	i	-2	3	1.6

Next section, overlapping the part above by 4 compounds.
structure	Tb MetRS inh	DNMT1 block	CSN inh	PABP1 MLLE inh	SUMO1 PPI mod	Scp1 inh	Rpn11 inh	NadD block	STEP inh	LMPTP block
CC1CN(CCCCOc2ccc(C(C)C)cc2)CC(C)O1 (stereo not given)	-0.4	-3	-1	5	-5	-2	i	-9	2	-0.9
CCOC(=O)c1cccc(NC(=O)c2cc(C)nn2-c2ccccc2)c1	0.0	-4	1	11	-2	-12	i	-2	1	0.5
CC(C)CC(OC(=O)c1cccs1)C(=O)NCC1CCCO1 (stereo not given)	-2.1	1	3	11	-1	-4	i	-3	0	-1.3
CS/C(=N\S(=O)(=O)c1cccs1)Nc1cccc(Cl)c1C	-0.2	8	8	3	6	-4	i	-2	3	1.6
COc1ccc(NC(=O)C2CCCN2S(=O)(=O)c2ccc3c(c2)CCC(=O)N3)cc1Cl (stereo not given)	0.8	-3	-3	7	4	3	i	7	-2	-0.3
Cc1ccc(S(=O)(=O)N2CCN(C(=O)CCNC(=O)c3ccccc3Cl)CC2)cc1	-0.4	-1	2	-10	2	-2	i	-6	-2	-1.6
N#Cc1c(-c2ccccc2)c(-c2ccccc2)n[nH]c1=O	-1.8	8	-1	1	-25	11	i	1	0	2.2
COc1ccc(CCNCc2ccc(OCc3ccccc3)cc2)cc1	-0.7	-2	3	10	-3	15	i	-7	2	3.3
Cc1ccc(C23CC4CC(CC(C(=O)NCC(=O)O)(C4)C2)C3)cc1	-1.8	-7	-2	-2	12	-10	i	-5	-1	-0.8
COCCn1c(SCC(=O)Nc2ccccc2OC)nc2ccccc21	-1.1	-1	10	-7	4	-3	i	-6	-1	-1.3
O=C(OCC(=O)N1CCN(C(=O)c2ccco2)CC1)c1cc(S(=O)(=O)Nc2ccc(Cl)cc2)ccc1O	-0.4	4	1	2	2	-5	i	2	3	-1.1
CCOC(=O)c1oc2ccc(S(=O)(=O)n3nc(-c4ccc(C)cc4)cc3N)cc2c1C	-0.8	5	2	-2	3	-16	i	10	1	1.3
CC(C)OC(=O)CSc1nnc(Cc2ccccc2)n1Cc1ccco1	-0.2	-1	8	3	1	0	i	-2	-4	-1.4
COc1ccccc1C(O)P(=O)(OCC(C)C)c1ccc(N(C)C)cc1 (stereo not given)	-0.1	-3	-4	0	-2	-1	i	-3	1	-2.1
Cc1nc(COC(=O)c2ccc(S(=O)(=O)N3CCCC3)cc2)cs1	-0.3	2	2	5	5	-7	i	-1	-1	-4.0
O=C(Cn1cnc2ccccc2c1=O)Nc1nnc(C2CC2)s1	-1.1	1	-6	2	1	-2	i	0	2	-3.2
CCOC(=O)C1(CC2CC2)CCN(C(=O)c2cc(C)nc3ccc(CC)cc23)CC1	-0.7	-3	-1	-13	-3	8	i	-8	-3	1.1
Cc1c(Cc2ccccc2)c(=O)oc2cc(OCC(=O)NCc3ccccn3)ccc12	-1.1	-3	-4	13	-3	7	i	-2	-2	-0.3
Cc1cccc(C(=O)OC(C)C(=O)N2CCc3ccccc3C2)c1C (stereo not given)	-0.4	0	-5	-6	4	-8	i	-5	1	1.1
COc1ccc(-n2ncc3c(N4CCN(Cc5ccccc5)CC4)ncnc32)cc1	-0.2	-6	5	4	-1	-4	i	1	2	0.3
Cc1ccc2oc(=O)c3cc(C(=O)NCCCN4CCCCCC4)sc3c2c1	-0.4	67*	14	-35	13	3	+	37*	7	28
CCCn1c(C(CO)Nc2nc(-c3cccc(Br)c3)cs2)nc2ccccc21 (stereo not given)	-0.1	0	3	-3	5	-6	i	-2	-1	0.9
Cc1cc(NC(=O)CSc2nnc(NC(=O)C3CC(=O)N(c4ccccc4C)C3)s2)no1 (stereo not given)	-0.1	-7	-9	-5	13	-14	i	16	-2	-1.5
Cc1ccc(S(=O)(=O)NC(CC(=O)N2CCOCC2)c2ccco2)cc1 (stereo not given)	-0.7	0	0	3	0	-17	i	-1	6	-1.7
Cc1ccc(S(=O)(=O)N2CCN(CC(=O)N/N=C/c3cc([N+](=O)[O-])ccc3Cl)CC2)cc1	0.5	-1	0	1	-19	-3	i	8	-2	0.6
